# NSD2 HMT inh: inhibitors of human histone methyltransferase NSD2. O96028. NSD2 peptide methylation, AlphaScreen, 120 min. inhibition, % at 12.5 µM. hit rate 0.54% among 310,000. AID 743445; in the data active = inhibition above about 50%
# Arr AP2 block: human beta-arrestin and AP2 interaction inhibition. FITC-arrestin peptide / GST-AP2 beads, flow cytometry; AP2 beta2 appendage carries R879A mutation. inhibition, % at 10 µM. hit rate 0.31% among 340,000;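 active = inhibition above a set limit, near 3 SD of compounds lacking own fluorescence, cut at about 54% in these data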;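 also: plate controls were DMSO wells for no effect and 5 µM unlabelled arrestin peptide for full effect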
#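 System: GST-AP2 R879A bound to glutathione beads, E. coli-expressed. Also added: 50 nM FITC-arrestin peptide. Schedule: compound with beads 12 min RT, then probe 1 h RT. Signal: bead flow cytometry, FITC channel. Read-out basis: percent response.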
# Keap1 Nrf2 FP: inhibitors of human Keap1-Nrf2 protein-protein interaction; AID 504523; inhibition, % at 9.4 µM; Q14145; Keap1 Kelch-Nrf2 peptide fluorescence polarization, 1536-well; hit rate 0.15% among 340,000; in the data active = inhibition above about 12%;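 also: human Keap1 Kelch domain with fluorescein labeled Nrf2 9mer peptide probe; 0% = neutral control wells and 100% = peptide positive control; higher means more block of Keap1 binding to Nrf2 peptide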
# Target sequence (Q14145 whole entry, looked up, the tested form may be a part): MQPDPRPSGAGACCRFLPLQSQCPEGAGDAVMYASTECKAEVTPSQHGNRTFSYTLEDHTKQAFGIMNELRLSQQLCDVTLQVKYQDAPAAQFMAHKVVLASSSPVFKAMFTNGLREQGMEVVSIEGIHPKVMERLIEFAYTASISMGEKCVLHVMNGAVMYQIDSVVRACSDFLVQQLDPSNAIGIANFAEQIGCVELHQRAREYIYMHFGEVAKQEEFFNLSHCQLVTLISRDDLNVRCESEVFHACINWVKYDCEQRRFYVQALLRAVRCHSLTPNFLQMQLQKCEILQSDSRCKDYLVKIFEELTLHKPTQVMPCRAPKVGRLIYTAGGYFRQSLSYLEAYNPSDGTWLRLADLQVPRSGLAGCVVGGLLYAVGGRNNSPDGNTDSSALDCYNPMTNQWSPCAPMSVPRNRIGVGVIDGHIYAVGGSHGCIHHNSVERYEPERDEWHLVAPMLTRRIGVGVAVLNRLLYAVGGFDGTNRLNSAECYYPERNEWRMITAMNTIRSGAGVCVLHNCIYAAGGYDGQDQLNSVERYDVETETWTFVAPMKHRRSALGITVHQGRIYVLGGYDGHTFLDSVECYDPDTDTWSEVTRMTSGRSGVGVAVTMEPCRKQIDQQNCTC
# V-ATPase pH: alters yeast V-ATPase proton transport; hit rate 0.37% among 350,000; response, % at 10 µM; S. cerevisiae, pHLuorin cytosolic pH fluorescence; AID 504577; in the data active = response mostly above about 7.3%, no sharp cut-off; inactive = mostly below about 5.4%; also: actives read high; inactives centre near 0; some compounds called inactive have numbers as strong as hits
# DAGLB inhibitor: blocks human DAGLB lipase activity | Q8NCG7 | HEK293T DAGLB membrane lysate, EnzChek fluorogenic substrate | inhibition, % at 5.17 µM | hit rate 0.059% among 340,000 | AID 504411; in the data active = inhibition above about 34%;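 also: 0% = enzyme with vehicle and 100% = wells lacking enzyme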
# CAL PDZ FP-1: blocks peptide binding to the human CAL PDZ domain. purified CAL PDZ, TMR-peptide fluorescence polarization, 1 h. hit rate 0.92% among 300,000. AID 602252. inhibition, % at 24.9 µM. Q9HD26;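 active = mean inhibition of at least 30% with at least half of replicates also reaching 30%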;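 also: 0% = DMSO neutral control and 100% = excess unlabeled competitor peptide PRC23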
# LANA DNA inh: inhibitors of KSHV LANA C-terminal domain DNA binding | inhibition, % at 9 µM | hit rate 0.078% among 340,000 | MBP-C-LANA/FAM-LBS DNA binding, fluorescence polarization | AID 504423;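 active = highest replicate inhibition at or above 60% at 9 µM, even if other replicates fall short; inactive = all replicates below 60% inhibition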;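 also: 0% = neutral control wells and 100% = 4 µM acridine orange control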
# CAL PDZ FP-2: human CAL PDZ-peptide interaction inhibition | Q9HD26 | purified CAL PDZ, TMR-peptide fluorescence polarization, 1 h | inhibition, % at 20 µM | hit rate 0.02% among 330,000 | AID 504414;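 active = highest replicate inhibition of at least 40%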;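 also: plate controls were DMSO neutral control wells for no effect and unlabeled competitor peptide control wells for full effect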
#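 material = purified tagged CAL PDZ domain construct (CerCALP) | buffer or medium = sodium phosphate/NaCl buffer pH 7.4 with TCEP, IgG, Thesit | reagent = TMR-labelled reporter peptide T*-PRC34 bound in PDZ groove | incubation = 1 h room-temperature incubation prior to read | measured by = fluorescence polarization (mP) | evaluation = percent inhibition from loss of millipolarization | control set = unlabelled peptide and DMSO controls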
# Pemphigus Ab inh: blocks pemphigus antibody binding to human desmoglein-3. DSG3-coupled beads, scFv-anti-DSG3-GFP binding, flow cytometry; active compounds read low. binding (percent of control), % at 10 µM. hit rate 0.48% among 310,000;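 active = binding more than 3 SD below its plate's average and above zero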;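 also: hits lower antibody fragment binding to DSG3; some compounds called inactive have numbers as strong as hits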
# Cardiac RTF inh: cardiac RTF calcium desensitization; AID 493244; inhibition, % at 7.15 µM; P19429+P45379; hit rate 0.12% among 340,000; IANBD-labeled cardiac RTF, Ca2+ fluorescence;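 active = inhibition above the mean inhibition of all tested compounds plus 3 SD, cut at about 17% in these data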;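 also: assay run at fixed EC70 calcium of 1.6 mM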
# Starred values were filed as active, the others as inactive; . = no result given. Only part of the results is shown. The share of hits here may be higher or lower than overall.
SMILES,NSD2 HMT inh,Arr AP2 block,Keap1 Nrf2 FP,V-ATPase pH,DAGLB inhibitor,CAL PDZ FP-1,LANA DNA inh,CAL PDZ FP-2,Pemphigus Ab inh,Cardiac RTF inh
CC(=O)C1=NN(c2ccccc2)C(c2ccc3c(c2)OCO3)N1c1ccccc1 (stereo not given),-6.7,-7.4,-3.3,1.3,-3.0,7.5,3.6,-0.8,112.9,-7.3
CS(=O)(=O)N1CCN(c2ccccc2NC(=O)Cc2ccc(Cl)cc2)CC1,7.7,7.5,-8.0,-1.0,1.3,-5.7,-0.4,.,104.3,-6.6
O=C(CN1C(=O)c2ccc([N+](=O)[O-])cc2C1=O)NCCC1=CCCCC1,-0.7,-13.9,-4.2,-1.5,0.9,-2.1,0.5,-1.4,99.6,-2.9
CCOc1ccc(CONS(=O)(=O)c2ccc(NC(C)=O)cc2)cc1Cl,-1.6,0.1,3.1,-1.4,-0.9,-7.8,-1.0,0.2,106.7,-5.1
Nc1nc(CN2CCN(c3ccccn3)CC2)nc(Nc2ccc(F)cc2)n1,2.2,9.2,-1.1,-1.2,0.2,.,0.6,-1.3,103.3,9.8
CC(C)(C)S(=O)(=O)c1ccccc1C(=O)O,-0.8,4.1,-5.3,4.4,-0.5,-8.0,1.4,-0.8,109.7,-7.7
COc1ccc(C(=O)CCNc2ccc3c(c2)OCCO3)cc1,1.8,45.4,-2.2,-1.9,0.8,4.1,-0.4,-2.5,100.0,-0.2
O=C(NCC(c1ccco1)N1CCc2ccccc2C1)C(=O)Nc1cc(F)ccc1F (stereo not given),-2.3,-19.1,0.8,-0.3,-7.5,-2.4,0.6,0.3,123.9,-7.7
COC(=O)c1cc(NC(=O)CN(c2ccc3c(c2)OCO3)S(C)(=O)=O)ccc1Cl,37.5,-6.3,-0.8,-1.8,-3.5,-1.4,-0.6,.,110.2,-2.0
CCCCn1c(N)c(N(CCC(C)C)C(=O)c2ccc([N+](=O)[O-])s2)c(=O)[nH]c1=O,4.6,19.7,0.5,2.1,4.0,0.1,-0.1,-1.8,105.6,-28.5
CCCNC(=O)CSc1nnc(-c2ccccc2Br)n1-c1cccc(C(F)(F)F)c1,0.2,1.0,4.3,-3.2,0.6,-3.8,1.0,0.5,105.9,-3.2
c1ccc(-c2nc(C3CCCCC3)c3ccccc3n2)cc1,.,1.3,-7.3,4.7,-3.3,5.9,-1.2,-0.5,111.9,-13.9
CCSc1oc(-c2cccs2)nc1S(=O)(=O)c1ccccc1,.,-1.3,-5.8,-1.3,-6.4,-0.2,0.3,-0.2,105.8,-5.7
CCOC(=O)N1CCN(C(=O)Nc2cccc3ccccc23)CC1,1.5,-33.0,0.7,2.9,0.0,-0.8,1.1,-0.1,92.0,-7.3
COc1ccc(N2C(=O)NC(NS(=O)(=O)c3ccc(NC(C)=O)cc3)(C(F)(F)F)C2=O)cc1 (stereo not given),-3.6,-12.1,0.1,2.5,0.8,.,-0.8,0.5,.,7.8
O=C(O)CCCCn1c(SCc2ccccc2Cl)nc2ccsc2c1=O,-1.0,4.5,-5.3,2.2,1.6,-4.1,2.0,-3.8,96.2,2.5
N#Cc1ccc(COC(=O)C2CCC(=O)N2)cc1 (stereo not given),-2.4,20.1,2.9,-0.5,-0.4,-1.4,-1.6,-0.9,100.8,-2.6
CC(=O)Oc1c(S(=O)(=O)c2ccccc2)c(C)nn1C(C)(C)C,-3.9,-1.1,3.7,-2.1,-0.8,-13.6,0.5,.,101.3,5.1
O=C(Cc1c(F)cccc1Cl)NNC(=S)Nc1ccc(S(=O)(=O)Nc2ncccn2)cc1,43.4,-8.0,-4.7,-0.8,0.1,0.9,0.5,-2.9,100.7,2.0
CC1CCN(CCCCOc2ccccc2Br)CC1,1.2,-2.8,3.2,2.8,-0.1,4.2,-1.4,-0.1,101.7,-1.6
COc1cccc(C(=O)Nc2ccc(NC(=O)c3ccco3)c(Cl)c2)c1,-9.0,55.7*,-0.3,-1.3,-3.0,2.1,0.2,0.5,110.6,-8.4
Nc1ccc(NC(=O)c2ccco2)c(Cl)c1,1.1,-36.3,-4.9,2.3,-1.3,8.0,0.6,-3.2,96.5,-2.7
NC(=O)NC[C@@H]1CC[C@@H](Cc2ccc(-c3ccccc3)cc2)O1,.,1.7,-1.6,-1.7,-2.6,-1.6,1.4,-0.5,95.3,-3.3
Cc1nc2ccc(NC(=O)c3ccc([N+](=O)[O-])cc3)cc2s1,-0.4,-16.7,0.7,-0.6,-1.3,-4.2,2.8,0.0,99.0,0.7
COc1ccccc1NC(=O)C(C)OC(=O)CCC1CCCCC1 (stereo not given),9.5,0.1,0.8,-1.8,-13.9,-2.4,-0.6,-2.7,103.0,-15.2
COc1cccc(N2CCN(C(=O)C3CCCN(S(=O)(=O)c4ccc5c(c4)oc(=O)n5C)C3)CC2)c1 (stereo not given),-0.2,13.3,-0.5,-6.2,2.2,1.3,-0.1,-0.4,.,-3.9
O=C1C(=C2CCCCC2)SC(=S)N1Cc1ccco1,.,15.9,1.7,-2.3,2.0,-8.4,1.2,0.2,95.9,-12.2
Cc1ccc(Nc2nc(NCCO)nc(N3CCCC3)n2)cc1,.,17.5,1.7,3.8,-2.0,-6.7,1.2,-0.6,100.4,-3.2
CCOC(=O)/C=c1/s/c(=C/c2ccc3cc(OC)ccc3c2)c(=O)n1CC(=O)NCc1ccc2c(c1)OCO2,-0.5,39.0,-10.4,-21.4,0.4,5.3,0.1,-0.4,84.2,-3.2
O=C1CCCC(=O)N1CCCCCCN1C(=O)CCCC1=O,-1.6,.,.,-2.7,-0.7,.,.,.,104.7,.

# Single records, from the list above. Order of values: NSD2 HMT inh | Arr AP2 block | Keap1 Nrf2 FP | V-ATPase pH | DAGLB inhibitor | CAL PDZ FP-1 | LANA DNA inh | CAL PDZ FP-2 | Pemphigus Ab inh | Cardiac RTF inh
# CC(C)(C)S(=O)(=O)c1ccccc1C(=O)O across the screens: -0.8 | 4.1 | -5.3 | 4.4 | -0.5 | -8.0 | 1.4 | -0.8 | 109.7 | -7.7
# COc1ccccc1NC(=O)C(C)OC(=O)CCC1CCCCC1 (stereo not given) across the screens: 9.5 | 0.1 | 0.8 | -1.8 | -13.9 | -2.4 | -0.6 | -2.7 | 103.0 | -15.2

# Further structures follow.
SMILES,NSD2 HMT inh,Arr AP2 block,Keap1 Nrf2 FP,V-ATPase pH,DAGLB inhibitor,CAL PDZ FP-1,LANA DNA inh,CAL PDZ FP-2,Pemphigus Ab inh,Cardiac RTF inh
Cc1ccccc1NC(=O)CC1SC(=NC2CCCCC2)NC1=O (stereo not given),-0.7,-0.3,-1.9,-4.5,-3.1,-5.3,2.1,-0.3,.,-1.5
Cc1cccc(NC(=O)CN(C)S(=O)(=O)c2ccc(Br)cc2)n1,2.2,25.3,-1.9,-1.1,-1.5,-0.7,0.8,-1.5,97.7,-9.9
O=C(O)C1CCCCC1C(=O)Nc1cnn(Cc2ccccc2)c1 (stereo not given),-5.9,-4.9,-2.2,-0.1,-0.3,-2.9,0.0,-0.2,103.4,-1.5
O=C1/C(=C\c2ccc(O)cc2)CCC1CNc1ccc(Cl)cc1 (stereo not given),-1.5,44.7,1.4,-0.6,-4.7,-2.1,0.6,0.4,94.2,3.9
CCOC(=O)C1CN(S(=O)(=O)c2cc(OC)ccc2OC)C1,-0.6,-13.0,-2.6,1.9,1.8,0.2,0.9,-0.8,91.3,-2.7
CN(CC(=O)Nc1ccc(Cl)c(C(F)(F)F)c1)C(=O)/C=C/c1ccco1,0.0,-2.3,-4.4,1.9,1.2,-5.1,-1.5,0.3,.,-13.4
O=C(Nc1nccs1)c1ccc2ccccc2c1,2.1,3.5,3.1,0.1,-0.9,.,2.2,-2.5,111.5,-2.8
CNS(=O)(=O)c1cc(-c2nnc(N3CCOCC3)c3ccccc23)ccc1C,-1.7,-11.8,3.8,1.8,1.9,.,0.9,-1.0,111.5,-9.3
Cc1cccc(NC(=O)CCOc2ccccc2)c1C,1.3,-8.8,-1.2,2.3,-10.8,1.2,-0.8,-3.2,91.8,5.8
COc1cc(C(=O)N2CCN(c3ccccc3Cl)CC2)ccc1OCC(=O)N1CCOCC1,1.3,-3.2,-3.9,0.0,0.1,.,2.3,0.2,98.0,-2.1
CCC(C(=O)OCC(=O)Nc1ccc(F)cc1)c1ccccc1 (stereo not given),-7.6,-8.5,-7.1,.,-3.3,0.5,0.1,0.2,94.2,-2.3
Cc1c(Br)c(C(F)(F)F)nn1CC(=O)NCC1CCCO1 (stereo not given),-2.4,9.6,2.4,1.2,0.2,-4.6,2.4,-0.7,96.6,-0.4
Cc1occc1C(=O)Nc1nn[nH]n1,-2.6,-7.0,1.2,4.9,-3.0,-3.9,-1.0,0.2,82.0,-0.8
CCCC(=O)NC(c1ccc(N(C)C)cc1)c1ccc2cccnc2c1O (stereo not given),7.4,10.6,-2.4,-0.8,15.4,.,.,0.3,108.7,-4.3
CC12CC3CC(C)(C1)CC(C(=O)NCc1cccnc1)(C3)C2,-1.7,6.1,-4.7,2.4,0.1,-3.0,1.5,-0.6,121.5,4.5
Fc1ccccc1C(c1nnnn1Cc1ccc2c(c1)OCO2)N1CCN(Cc2ccco2)CC1 (stereo not given),2.4,-5.7,0.6,1.8,-3.0,-3.3,1.2,.,97.7,2.6
CCOC(=O)c1c(N)nn(C(=O)CC)c1-c1ccccc1,-2.2,-2.7,-2.3,0.3,-5.2,-3.7,1.3,-1.1,.,-4.7
CN(C)CCN1C(=O)C(=O)/C(=C(/O)c2ccccc2)C1c1ccccc1F (stereo not given),-1.3,3.9,-2.9,-1.4,0.7,-2.7,0.6,.,104.8,3.9
Cc1cccc(-c2sc(Nc3ccccc3)n[n+]2-c2ccccc2)c1,.,5.8,1.0,-0.5,0.6,-0.3,2.3,0.8,102.7,-12.5
CCCCCN1CC(O)=C(c2nc(-c3ccc(Cl)cc3)cs2)C1=N,-2.9,11.8,-1.7,2.2,0.3,-0.8,2.3,.,99.4,-2.9
Cn1nc(C(=O)NNC(=O)CCc2ccccc2Cl)c2ccccc2c1=O,-2.3,-11.9,2.6,0.5,1.0,.,-0.5,-0.6,99.8,-16.1
C=CCN(CC(=O)c1sc(C(=O)OCC)nc1C)c1cccc(Br)c1,.,2.8,0.5,-5.9,0.6,0.4,2.2,0.5,108.5,-5.0
